# FID counter: compounds displacing fluorescent DNA intercalator, primary screen, artefact control for HCV NS3 helicase inhibitor project, biochemical, FID fluorescence; DNA fluorescent intercalator displacement; inhibition, % at 7.9 µM; 0.17% of 290,000 active; AID 1845, 2009; in the data active means inhibition above about 37%;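 further: 0% = vehicle and 100% = reference compound; higher means more ethidium bromide displaced from hairpin DNA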
# OXTR ag: human OXTR agonists, primary screen, fluorescence, CHO-OTR cells, Fluo-8 calcium. Oxytocin receptor (Homo sapiens), P30559. activation, % at 3 µM. 0.32% of 320,000 active. AID 2435, 2010. Fluo-8 calcium fluorescence; normalized: DMSO 0%, oxytocin 100%;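 active means activation above the mean of all tested compounds plus 3 SD, cutoff set per screening run, cut at about 20% in these data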;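 further: peak over basal fluorescence ratio from a 100 s FLIPR kinetic read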
# PHOSPHO1 inh: PubChem AID 1565; Phosphoethanolamine/phosphocholine phosphatase (Homo sapiens), Q8TCT1; recombinant PHOSPHO1, absorbance phosphatase assay; inhibition, % at 13.3 µM; 1.1% of 290,000 active; in the data active means inhibition above about 60%
# Target sequence (Q8TCT1 whole entry, looked up): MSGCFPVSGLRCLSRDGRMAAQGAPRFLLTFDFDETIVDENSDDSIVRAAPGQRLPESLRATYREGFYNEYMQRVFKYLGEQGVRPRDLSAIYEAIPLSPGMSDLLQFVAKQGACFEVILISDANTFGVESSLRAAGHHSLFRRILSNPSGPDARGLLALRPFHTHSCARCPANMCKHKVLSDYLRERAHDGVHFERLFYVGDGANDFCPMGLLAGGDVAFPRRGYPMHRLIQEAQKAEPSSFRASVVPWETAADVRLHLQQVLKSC
# MEKK2 WT-MEK5: modulators of MEK5 binding to wildtype MEKK2, primary screen, biochemical, multiplex bead flow cytometry, Alexa488-MEK5; AID 1531, 2009; binding response (% of control), % at 10 µM; 1.1% of 290,000 active; Alexa488-MEK5 binding to MEKK2 WT; actives lie on both sides; in the data active means binding response below about 67% or above about 130%
# MEKK3 PB1 HTS: modulators of MEKK3-MEK5 PB1 binding, primary screen, biochemical, wildtype MEKK3, multiplex bead flow cytometry, Alexa488-MEK5; Mitogen-activated protein kinase kinase kinase 3 (Homo sapiens), Q99759; binding response (% of control), % at 10 µM; bead-based flow cytometry, Alexa488-MEK5 binding to MEKK3; actives lie on both sides; 0 = blocked by unlabeled MEK5, 100 = vehicle; 1.4% of 290,000 active;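 active means binding response more than 3 SD above or below the average of its plate-row segment, actives on both sides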;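 further: Alexa488 bead fluorescence after subtracting the streptavidin-only scavenger bead signal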
# Target sequence (Q99759 whole entry, looked up): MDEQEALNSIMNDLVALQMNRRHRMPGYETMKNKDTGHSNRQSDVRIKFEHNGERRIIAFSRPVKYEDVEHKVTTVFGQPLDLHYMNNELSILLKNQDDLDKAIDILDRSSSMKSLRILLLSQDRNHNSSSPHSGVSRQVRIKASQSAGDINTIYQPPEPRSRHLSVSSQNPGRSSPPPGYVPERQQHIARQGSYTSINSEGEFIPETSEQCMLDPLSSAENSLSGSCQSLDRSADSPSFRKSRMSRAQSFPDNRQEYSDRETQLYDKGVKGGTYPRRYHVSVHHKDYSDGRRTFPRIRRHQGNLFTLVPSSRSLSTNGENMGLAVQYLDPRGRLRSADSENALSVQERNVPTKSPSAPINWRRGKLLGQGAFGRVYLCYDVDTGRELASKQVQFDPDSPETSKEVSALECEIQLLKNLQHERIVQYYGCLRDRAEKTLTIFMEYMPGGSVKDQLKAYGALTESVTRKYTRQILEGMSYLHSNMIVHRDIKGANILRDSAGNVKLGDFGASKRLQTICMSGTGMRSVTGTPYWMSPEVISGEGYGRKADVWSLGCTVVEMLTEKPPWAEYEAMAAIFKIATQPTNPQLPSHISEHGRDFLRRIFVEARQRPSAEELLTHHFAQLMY
# MEKK2mut PB1 HTS: MEK5 binding signal on mutant MEKK2 PB1, primary screen, biochemical, multiplex bead flow cytometry, Alexa488-MEK5; AID 1530, 2009; 0.35% of 290,000 active; percent response, % at 10 µM; Alexa488-MEK5 binding to MEKK2 mutant; in the data active means percent response above about 24%, passing the limit was not always enough; further: inactives centre near 1; some results filed as inactive read as strong as hits; reference of the scale not given here
# NALP1 inh: NALP1 inflammasome inhibitors in reconstituted yeast, colorimetric, S. cerevisiae, triplicate retest; S. cerevisiae NALP1/ASC/caspase-1 growth, X-gal OD620, 72 h; AID 2071, 2009; inhibition, % at 10 µM; 0.61% of 280,000 active; in the data active means inhibition mostly above about 24%, no sharp cut-off; inactive means mostly below about 32%; further: some compounds called inactive have numbers as strong as hits
# GPR7 antagonist: GPR7 receptor antagonists, primary screen, cell-based, fluorescence, single concentration | inhibition, % at 4.4 µM | AID 1861, 2009 | Neuropeptides B/W receptor type 1 (Homo sapiens), P48145 | GPR7-expressing cells, fluorescence antagonist assay | 1.1% of 290,000 active; in the data active means inhibition above about 16%, passing the limit was not always enough;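 further: cells stimulated with the agonist NPW; 0% = agonist with vehicle and 100% = vehicle without agonist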
# M18AAP inhibitor: PfM18AAP inhibitors, malaria aminopeptidase, primary screen, biochemical, QFRET, recombinant enzyme; H-Glu-NHMec fluorogenic cleavage; M18 aspartyl aminopeptidase (Plasmodium falciparum 3D7); inhibition, % at 7.35 µM; 1.2% of 290,000 active;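 active means inhibition above the campaign mean inhibition over all tested compounds plus 3 SD, cut at about 28% in these data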;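 further: 0% = plate median of test compound wells and 100% = 2 mM ZnCl2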
# The depositor's hits bear a star; nt = not tested or not shown.
# The opening twelve compounds, to show the layout:
SMILES,FID counter,OXTR ag,PHOSPHO1 inh,MEKK2 WT-MEK5,MEKK3 PB1 HTS,MEKK2mut PB1 HTS,NALP1 inh,GPR7 antagonist,M18AAP inhibitor
c1ccc(-c2nnc(CN3CCCc4ccccc43)o2)cc1,-3,0.5,11,9.0*,109,26*,17,-7,9
O=C1CN2NC(=S)N(c3ccc(Cl)cc3)C2=CN1c1ccc(Cl)cc1,-6,0.3,-70,104,106,1,-2,-10,5
CC1(c2nnc(-c3ccccc3)o2)CC(c2ccc(Cl)cc2)=NO1 (stereo not given),nt,0.4,22,96,98,3,6,nt,nt
Cc1cc(C(=O)CCl)c(C)n1-c1c(C)n(C)n(-c2ccccc2)c1=O,-2,1.6,12,100,97,-1,2,-10,1
COc1ccccc1Nc1nc(-c2ccccc2O)nc2ccccc12,4,-0.6,29,89,104,2,-6,-3,-9
O=C(Nc1ccc(F)cc1)Oc1ccccc1N1CCOCC1,-3,2.3,3,93,92,-6,2,-18,18
O=C(NC(=O)c1cnccc1C(F)(F)F)Nc1ccccc1,-8,0.7,45,101,99,-1,-1,-17,2
Cc1cccc(C(=O)NNC(=O)CCCCC(=O)NNC(=O)c2cccc(C)c2)c1,-12,-0.5,29,106,101,2,21,17,5
Cc1sc(-c2ccncc2)nc1OC(=O)c1ccccc1,-17,-2.1,13,99,105,6,106,-5,12
Cc1cc(NC(=O)Nc2ccccc2)n(-c2ccccc2)n1,-2,0.3,-65,nt,nt,nt,4,-9,2
CCCCCC(=O)Nc1cccc(C2=NOC3(C2)C[C@@H](C(N)=O)N(C(=O)C2(C)CC2)C3)c1 (stereo not given in full),nt,0.0,18,93,90,2,nt,nt,nt
CCc1cccc2sc(NC(=O)c3ccc(N4C(=O)CCC4=O)cc3)nc12,-2,1.5,-18,99,102,-2,19,3,-6

# Results (from the top)
SMILES,FID counter,OXTR ag,PHOSPHO1 inh,MEKK2 WT-MEK5,MEKK3 PB1 HTS,MEKK2mut PB1 HTS,NALP1 inh,GPR7 antagonist,M18AAP inhibitor
c1ccc(-c2nnc(CN3CCCc4ccccc43)o2)cc1,-3,0.5,11,9.0*,109,26*,17,-7,9
O=C1CN2NC(=S)N(c3ccc(Cl)cc3)C2=CN1c1ccc(Cl)cc1,-6,0.3,-70,104,106,1,-2,-10,5
CC1(c2nnc(-c3ccccc3)o2)CC(c2ccc(Cl)cc2)=NO1 (stereo not given),nt,0.4,22,96,98,3,6,nt,nt
Cc1cc(C(=O)CCl)c(C)n1-c1c(C)n(C)n(-c2ccccc2)c1=O,-2,1.6,12,100,97,-1,2,-10,1
COc1ccccc1Nc1nc(-c2ccccc2O)nc2ccccc12,4,-0.6,29,89,104,2,-6,-3,-9
O=C(Nc1ccc(F)cc1)Oc1ccccc1N1CCOCC1,-3,2.3,3,93,92,-6,2,-18,18
O=C(NC(=O)c1cnccc1C(F)(F)F)Nc1ccccc1,-8,0.7,45,101,99,-1,-1,-17,2
Cc1cccc(C(=O)NNC(=O)CCCCC(=O)NNC(=O)c2cccc(C)c2)c1,-12,-0.5,29,106,101,2,21,17,5
Cc1sc(-c2ccncc2)nc1OC(=O)c1ccccc1,-17,-2.1,13,99,105,6,106,-5,12
Cc1cc(NC(=O)Nc2ccccc2)n(-c2ccccc2)n1,-2,0.3,-65,nt,nt,nt,4,-9,2
CCCCCC(=O)Nc1cccc(C2=NOC3(C2)C[C@@H](C(N)=O)N(C(=O)C2(C)CC2)C3)c1 (stereo not given in full),nt,0.0,18,93,90,2,nt,nt,nt
CCc1cccc2sc(NC(=O)c3ccc(N4C(=O)CCC4=O)cc3)nc12,-2,1.5,-18,99,102,-2,19,3,-6
COc1cc2nc(-c3cccs3)oc(=O)c2cc1OC,-3,-0.1,nt,100,100,3,nt,-15,-1
COc1ccc(-c2oc3cccnc3c2C#CC2(O)CCCCC2)cc1,-28,-1.2,4,95,99,-4,-11,-11,9
Cc1nc(NC(=O)CCc2ccccc2)sc1C,-5,-2.5,-77,110,109,3,19,5,16
N#CCC(=O)N/N=C/c1cc(Br)ccc1OCc1cccc2ccccc12,-22,-0.1,24,105,108,4,23,-8,8
O=c1oc2ccccc2c(Nc2ccc(F)cc2)c1[N+](=O)[O-],2,2.1,46,100,101,0,8,-27,1
COc1c2c(nc3ccccc13)OC(C(C)(O)CO)C2 (stereo not given),-3,-1.4,4,94,90,-6,2,-2,-11
CCNC(=S)N/N=C/c1ccc(F)cc1,-3,-2.1,15,97,99,0,-2,-5,3
COc1ccc(OC)c(S(=O)(=O)N2CCCC(C(=O)N3CCOCC3)C2)c1 (stereo not given),-10,-0.2,-2,98,99,-5,21,5,2
Clc1cccc2c1Sc1ccccc1CC2N1CCNCC1 (stereo not given),35,22*,-18,128,107,2,74*,58*,6
CC(C)OP(C)(=O)CN1CCN(CP(C)(=O)OC(C)C)CC1 (stereo not given),2,0.1,1,101,104,5,-12,-5,-6
COc1ccc(OC)c(/C=N/N2CCN(c3ccc(Cl)cc3)CC2)c1,-11,0.3,33,102,97,6,4,-4,-6
O=C(Oc1cccc2ccccc12)c1ccco1,28,-1.2,44,95,97,-4,0,1,2
N=c1ccccn1CC(O)COc1ccccc1 (stereo not given),2,-0.3,-21,112,107,14,22,7,1
Cc1ccccc1NC(=O)Nc1ccccc1C(N)=O,2,-0.2,20,107,105,4,-10,5,-1
CC1CCN(Cc2nc(-c3ccc(Cl)cc3)no2)CC1,-4,-1.1,34,94,93,-16,23,-4,-19
CCOC(=O)c1ccc(NC(=O)C2CCN(S(=O)(=O)c3c(C)nn(C)c3C)CC2)cc1,-29,1.9,18,105,105,6,9,-5,-3
CN1CCN(C(=O)c2cnn(-c3ccccc3)c2NC(=O)c2ccc(Br)cc2)CC1,16,0.8,-67,94,96,-5,18,10,11
OC(COC(c1ccc(Cl)cc1)c1ccc(Cl)cc1)CN1CCCC1 (stereo not given),12,7.0,16,140*,105,14,20,14,-3
Cc1cc(NC(=O)COC(=O)C2CCN(S(=O)(=O)c3c(Cl)cccc3Cl)CC2)no1,-20,2.0,-3,101,102,6,12,-7,-8
O=C(COC(=O)c1ccc2c(c1)C(=O)N(Cc1ccncc1)C2=O)Nc1ccccc1[N+](=O)[O-],-22,9.1,-6,103,105,-1,25,-13,-7
COc1cccc(-c2nnc(SCN3C(=O)c4ccccc4C3=O)n2C)c1,-14,-0.5,4,104,112,4,18,-7,8
Cc1c(-n2c(-c3ccccc3)nc3ccccc3c2=O)c(=O)n(-c2ccccc2)n1C,-10,-1.5,60*,102,102,-2,-7,-7,-8
O=C(Cn1cc(C(F)(F)F)ccc1=O)N/N=C/c1ccc(F)cc1,-14,0.3,-20,93,110,-13,10,-12,2
O=[N+]([O-])c1cc(S(=O)(=O)N2CCCCC2)ccc1NCc1cccc(Cl)c1,0,0.0,14,108,101,6,14,-1,-6
O=C(Nc1ccccc1)/C(=C/c1ccc([N+](=O)[O-])cc1)NC(=O)c1ccccc1,-13,-0.1,-9,103,111,1,17,2,11
C=CCn1c(SCC(=O)c2ccccc2)nnc1-c1cc2ccccc2o1,1,0.2,36,107,107,7,18,1,1
S=c1[nH]nc(COc2ccccc2)n1/N=C/c1ccccc1Cl,-23,-1.7,-42,100,102,7,-15,-18,27
Cc1cc(C)c2oc(C(=O)N3CCN(Cc4ccccc4)CC3)cc(=O)c2c1,-36,-2.1,20,107,108,6,14,-6,-4
Cc1ccc(OCc2cc(C(=O)N3CCC(c4ccccc4Cl)C3)no2)cc1C (stereo not given),-35,2.4,19,99,97,-2,21,7,-2
Cc1nnc(C)n1/N=C/c1cc(Br)cc(Br)c1O,-9,0.4,-56,95,93,-3,20,-5,8
COc1ccccc1OCCNC(=O)c1cc([N+](=O)[O-])cc([N+](=O)[O-])c1,5,-0.6,20,102,106,6,-4,2,-4
CC(C)(C)CNC(CO)C12CC3CC(CC(C3)C1)C2 (stereo not given),1,-0.4,31,95,86,-3,7,-11,-1
COc1ccc(CCNC(=O)c2oc3ccc(S(=O)(=O)N4CCOCC4)cc3c2C)cc1OC,-39,0.8,56,113,120,3,31,-11,-5

# Full records, quoted from the list:
# Record of COc1ccc(CCNC(=O)c2oc3ccc(S(=O)(=O)N4CCOCC4)cc3c2C)cc1OC → FID counter = -39; OXTR ag = 0.8; PHOSPHO1 inh = 56; MEKK2 WT-MEK5 = 113; MEKK3 PB1 HTS = 120; MEKK2mut PB1 HTS = 3; NALP1 inh = 31; GPR7 antagonist = -11; M18AAP inhibitor = -5
# Record of Cc1cc(NC(=O)COC(=O)C2CCN(S(=O)(=O)c3c(Cl)cccc3Cl)CC2)no1 → FID counter = -20; OXTR ag = 2.0; PHOSPHO1 inh = -3; MEKK2 WT-MEK5 = 101; MEKK3 PB1 HTS = 102; MEKK2mut PB1 HTS = 6; NALP1 inh = 12; GPR7 antagonist = -7; M18AAP inhibitor = -8

# New compounds follow
SMILES,FID counter,OXTR ag,PHOSPHO1 inh,MEKK2 WT-MEK5,MEKK3 PB1 HTS,MEKK2mut PB1 HTS,NALP1 inh,GPR7 antagonist,M18AAP inhibitor
O=S(=O)(NC1CCCCC1)c1cccs1,-5,3.9,26,100,101,2,1,-17,-4
CCOC(=O)N1CCN(C(=O)C2CCN(S(=O)(=O)c3cc(OC)ccc3OC)CC2)CC1,-20,1.9,2,90,100,-7,16,-1,-2
CC(C)C[C@H](NC(=O)N1CC(=O)Nc2ccccc21)C(=O)N1CCC(C(=O)O)CC1,-27,7.5,11,93,99,-3,19,-6,0
CC(C)CC(=O)NC(=S)Nc1ccc(F)cc1F,-2,-2.3,22,107,117,0,43*,-6,5
Cc1ccc(CNC(=O)C(=O)NCC2OCCN2C(=O)c2ccc3c(c2)OCO3)cc1 (stereo not given),-12,-2.1,40,102,101,6,-5,2,-4
CCOC(=O)c1c(NC(=O)CS(=O)(=O)c2cn(CC)c3ccccc23)sc2c1CCCCC2,-25,-0.6,-9,98,110,9,26,2,-3
Fc1ccc(C(c2nnnn2C2CCCC2)N(Cc2ccco2)CC2CCCO2)cc1 (stereo not given),-29,1.5,-6,98,98,0,10,32*,1
Cc1ccn2c(C(=O)CSc3ccccc3)c(C)nc2c1,-8,0.2,34,93,100,-9,-10,-7,3
CC1(C)Cc2c(C#N)c(OCC(=O)c3ccc(Cl)cc3)nc(-c3ccoc3)c2CO1,-1,-0.5,33,94,92,-8,26,-19,-3
COCCCNCCCCOc1ccccc1-c1ccccc1,17,2.5,17,98,102,-1,32,0,-10
O=C(O)C1CC(=O)N(c2ccc(OCc3ccc(Cl)cc3Cl)cc2)C1 (stereo not given),-28,-0.2,-4,102,96,4,14,5,-5
Cc1ccc(NC(=O)Cn2nnc(C(=O)NCCc3ccccc3)c2N)c(C)c1,-14,-0.4,48,98,99,-2,18,-7,-4
O=S(=O)(c1ccc(F)cc1)c1snnc1-c1ccccc1,-2,-2.2,8,100,104,0,6,-2,-6
Cc1cccc(NS(=O)(=O)c2ccc3[nH]c(=O)cc(C(=O)O)c3c2)c1,4,0.8,46,101,101,5,0,-9,-6
Cc1ccc(OCCOCCn2cnc3ccccc3c2=O)cc1C,-20,0.0,16,78,66,-6,10,0,-3

# Screening data (PubChem)
